TAG inh: inhibitors of triacylglycerol accumulation, primary screen, cell-based, uHTS, fluorescence, H9c2. inhibition, % at 12.5 µM. H9c2 cells, Nile Red lipid (TAG) fluorescence; cells loaded with 200 µM oleic acid. 230,000 compounds, 0.66% hits;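 active = pattern-corrected inhibition of lipid staining of at least 50% with the nuclear-stain viability signal not falling by more than 50%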;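 also: 0% = DMSO wells and 100% = triacsin C control wells; some results filed as inactive read as strong as hits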
TAG inh DAPI viability: also measured in TAG inh; calls as there; DAPI nuclei signal change (viability), lower = more cytotoxic, %;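 whole-well DAPI fluorescence read on a plate reader as a viability signal; minus 50 percent equals half of cells still viable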
An asterisk follows results filed as active; i = inactive. An excerpt; rates above refer to the full screens.

The line under a structure holds: TAG inh	TAG inh DAPI viability
1. O=C(NCC(=O)N1CCN(c2ccccc2F)CC1)c1ccc(Br)o1
→ 1	2
2. O=C(NCCCc1ccccc1)c1c(O)nc2sccn2c1=O
→ 21	-3
3. CCOc1ccc(NC(=O)CN(C)C(=O)CSCc2cccc(C)c2)cc1OCC
→ 10	6
4. Cc1c(NC(=O)CCC(=O)N2CCOCC2)c(=O)n(-c2ccccc2)n1C
→ 1	0
5. O=C(Oc1ccc(/C=N/NC(=O)c2ccccn2)cc1)c1cccc(Br)c1
→ 2	-2
6. Cc1ccc2nc(NC(=O)CCn3cccc3)sc2c1
→ 0	-2
7. CC(=O)Nc1ccc(S(=O)(=O)N(C)CC(=O)OCCOc2cccc(C)c2)cc1
→ 10	4
8. Nn1c(SCC(=O)Nc2ccc(S(N)(=O)=O)cc2)nnc1C(F)(F)F
→ -1	-2
9. O=C(NCc1ccc(F)cc1)C(=O)NCC1OCCN1S(=O)(=O)c1cc(F)ccc1F (stereo not given)
→ 7	-7
10. COc1ccc(N2CCN(C(=O)CSc3nc4cc(OC)c(OC)cc4cc3C#N)CC2)cc1
→ 26	6
11. Cc1noc(C)c1C(=O)Nc1ccc(-c2nnc3n2CCCCC3)cc1
→ 11	-3
12. CC(C)Sc1nc(N2CCOCC2)c2c3c(sc2n1)COC(C)(C)C3
→ -1	-3
13. CCOc1ccc(-c2nc3scc(-c4cccs4)c3c(=O)[nH]2)cc1
→ 3	i
14. CC(=O)c1ccc(NC(=O)C2CCCN2S(=O)(=O)c2cccc3cccnc23)cc1 (stereo not given)
→ 13	-26
15. O=C(CCOc1ccccc1)Nc1ccnn1C1CCN(Cc2ccc(F)cc2)CC1
→ 1	-7
16. Cc1cccnc1NC(=O)c1cccc(S(=O)(=O)N2CCN(c3ccccc3)CC2)c1
→ -12	5
17. O=C(N/N=C\c1cc([N+](=O)[O-])ccc1N1CCCC1)c1ccccn1
→ -15	-3
18. CCC(Sc1nc(=O)cc(N)n1CCc1ccccc1)C(=O)Nc1ccccc1C#N (stereo not given)
→ 1	3
19. Cc1ccc2nc(-c3ccc(NC(=O)CSCC(=O)O)cc3)sc2c1
→ -3	14
20. CN1CCOCCOCCOCCN(C)C1=S
→ -29	9

Entries listed so far that have a halogen (five):
The line under a structure holds: TAG inh	TAG inh DAPI viability
1. O=C(NCC(=O)N1CCN(c2ccccc2F)CC1)c1ccc(Br)o1
→ 1	2
5. O=C(Oc1ccc(/C=N/NC(=O)c2ccccn2)cc1)c1cccc(Br)c1
→ 2	-2
8. Nn1c(SCC(=O)Nc2ccc(S(N)(=O)=O)cc2)nnc1C(F)(F)F
→ -1	-2
9. O=C(NCc1ccc(F)cc1)C(=O)NCC1OCCN1S(=O)(=O)c1cc(F)ccc1F (stereo not given)
→ 7	-7
15. O=C(CCOc1ccccc1)Nc1ccnn1C1CCN(Cc2ccc(F)cc2)CC1
→ 1	-7

Additional results:
The line under a structure holds: TAG inh	TAG inh DAPI viability
21. CCN(c1ccccc1)S(=O)(=O)c1ccc(C(=O)N(C)Cc2cccs2)cc1
→ -20	-3
22. Cc1cc(C)cc(C(=O)N2CCC(CCC(=O)NC3CC3)CC2)c1
→ -31	-6
23. CCCCN(C(=O)CSc1nc(CCC)cc(=O)[nH]1)c1c(N)n(Cc2ccccc2)c(=O)[nH]c1=O
→ -5	9
24. OCCNc1ncnc2c1ncn2[C@H]1CN(C2CCCC2)C[C@@H](CO)O1
→ 9	-4
25. CCOC(=O)N1CCN(C(=O)CSc2nc(C)nc3c2c(=O)n(C)c(=O)n3C)CC1
→ -5	-3
26. COc1ccccc1N1CCN(CCC(=O)Nc2ccc3c(c2)OCO3)CC1
→ 24	-1
27. C=CCNC(=S)Nc1ccc(N(C)C)cc1
→ 6	-7
28. COc1ccc(-c2nnc(N(C)C(=O)c3cccnc3)s2)cc1
→ 5	2
29. CC1(NC(=O)/C=C/c2nc3ccccc3s2)CCS(=O)(=O)C1 (stereo not given)
→ 12	-4
30. Cc1cc(C(=O)N/N=C/c2ccco2)n[nH]1
→ -12	9
31. C[C@H](CO)N1C[C@H](C)[C@H](CN(C)C(=O)c2ccccc2)Oc2cc(Br)ccc2S1(=O)=O
→ 10	-10
32. CC(=O)N1CCCC(N2CCN(c3cccc(C(F)(F)F)c3)CC2)C1 (stereo not given)
→ 4	4
33. N#CC(C#N)=Cc1c[nH]c(=O)c(C#N)c1Nc1ccccc1
→ 0	9
34. CCOC(=O)c1nnn(-c2nc(OC)nc(N(C)C)n2)c1-c1ccccc1
→ -15	-6
35. CCCCOC(=O)c1ccc(NC(=S)NC(=O)c2c(Cl)cnn2CC)cc1
→ 22	13
36. CCn1c(=O)cc(SCC(=O)NCCCN2CCC(C)CC2)c2ccccc21
→ 14	8
37. CC(C)CC(OC(=O)c1cccs1)C(=O)NCc1ccco1 (stereo not given)
→ -2	-13
38. COc1ccc(CNC(=O)COC(=O)CN2C(=O)C3CCCCC3C2=O)cc1 (stereo not given)
→ 2	-9
39. Cc1c(C)c2ccc(OS(C)(=O)=O)cc2oc1=O
→ 2	8
40. O=S(=O)(N(Cc1ccccc1)[C@H](CO)Cc1ccccc1)N(Cc1ccccc1)[C@H](CO)Cc1ccccc1
→ 21	-9
41. c1ccc(NN(Cc2cnccn2)c2ccccc2)cc1
→ 10	8
42. Cc1nc2ccc(NC(=O)COc3ccccc3F)cc2s1
→ 5	-11
43. CCC(C)N(C(=O)COc1ccc(Cl)c2cccnc12)C1CCS(=O)(=O)C1 (stereo not given)
→ -4	2
44. O=C(O)CCC(=O)Nc1cccc(C(=O)Nc2ccc(Br)cc2)c1
→ 0	11
45. CCOC(=O)C1(CCc2ccccc2)CCN(C(=O)[C@@H]2C[C@@H](C)NC(=S)N2)CC1
→ 0	1
46. O=C(NCc1cccc(C(F)(F)F)c1)c1ccc2nc([C@H]3C[C@H](O)[C@@H](CO)O3)[nH]c2c1
→ -13	5
47. COc1cc(NC(=O)c2cc(-n3cnnc3)ccc2Cl)cc(OC)c1
→ -3	5
48. FC(F)(F)c1cccc(NCc2n[nH]c(=S)n2C2CCCCC2)c1
→ 13	-12
49. Cc1cccc(OCC(=O)Nc2ccc(N3CCN(C(=O)c4ccccc4)CC3)cc2)c1
→ -8	2
50. CCOC(=O)CCc1c(C)c2c(C)nn(-c3ccccc3)c2[nH]c1=O
→ -9	0
51. COc1cc(/C=C2/SC(=O)NC2=O)ccc1OCc1ccccc1
→ 7	1
52. COc1ccc(-c2cn3ccc4ccccc4c3n2)cc1
→ -16	16
53. CC(O)(c1ccc(F)c(F)c1)c1nc(-c2ccncc2)cs1 (stereo not given)
→ -20	-11
54. CCC(C)(C)NC(=O)C(c1ccncc1)N(C(=O)c1sc(C)nc1C)c1ccc(C)cc1 (stereo not given)
→ 0	-4
55. S=c1[nH]nc(-c2ccc3ccccc3n2)o1
→ 2	-4
56. CCOc1ccc(-c2nc(CSCC(=O)N3CCN(c4cccc(OC)c4)CC3)c(C)o2)cc1
→ -26	17
57. O=[N+]([O-])c1cc([N+](=O)[O-])c(Oc2ccccc2F)cc1NN1CCCCC1
→ -4	8
58. CC(=O)c1cccc(NC(=S)NC(=O)c2ccc(C)cc2)c1
→ -10	4
59. CCOC(=O)Cc1csc(NC(=O)c2ccc(N3CCOCC3)cc2[N+](=O)[O-])n1
→ -4	-13
60. O=C(COc1ccccc1F)OCC(=O)c1ccc([N+](=O)[O-])cc1
→ 1	-1
61. O=C(NCc1ccccc1)c1cc[n+](CC(=O)c2cccs2)cc1
→ -4	3
62. COC(=O)C1(C)NC(c2ccco2)C2C(=O)N(c3ccc(C)cc3)C(=O)C21 (stereo not given)
→ -4	-1
63. COCCN(CC(=O)Nc1cccc(C)c1C)C(=O)C1(c2ccccc2)CC1
→ 1	-4
64. Cc1cccc([C@@H]2[C@@H]3C(=O)N(Cc4ccccc4)C(=O)[C@@H]3[C@]3(Cc4ccccc4)C(=O)N(c4ccccc4)C(=O)N23)c1
→ 0	-3
65. CN1C(=O)c2ccc(C(=O)NCc3ccccn3)cc2C1=O
→ 3	0
66. COc1ccc(N(CC(=O)N/N=C(\C)CCc2ccccc2)S(=O)(=O)c2ccc(C)cc2)cc1
→ -7	-5
67. Cc1ccc(C(=O)NC2CCN(CC(=O)Nc3cccc([N+](=O)[O-])c3)CC2)cc1
→ 3	-4
68. Cc1cc(C)nc(Nc2ccc(N3CCOCC3)cc2)n1
→ 16	21
69. CCCNC(=O)C1(C)CCN1C(=O)c1ccccc1CCc1ccccc1 (stereo not given)
→ 9	3
70. CCc1ccc(C2c3[nH]c4ccccc4c3CCN2C(=O)c2ccc(=O)n(C)n2)cc1 (stereo not given)
→ 3	-3
71. Nc1nonc1-n1nnc(C(=O)c2ccccc2)c1-c1ccccc1
→ 6	3
72. CCOC(=O)c1c(C)[nH]c(C(=O)COC(=O)Cn2cc(C(F)(F)F)ccc2=O)c1C
→ -32	-3
73. O=C(N/N=C/C(Br)=C/c1ccccc1)C(O)c1ccccc1 (stereo not given)
→ -2	2
74. CCOC(=O)c1nnn2c1nc(N(CC)CC)c1ccccc12
→ 1	2
75. CC(C)Oc1ccc(C(=O)OCC(=O)NC2CCCCCC2)cc1
→ -6	-14
76. CCCCn1c(N)c(N(CCOC)C(=O)c2ccc(OCc3c(C)noc3C)cc2)c(=O)[nH]c1=O
→ -5	13
77. CCN(CC)S(=O)(=O)c1ccc(NC(=O)c2cnc(C)cn2)cc1
→ -5	-3
78. CC1CCN(C(=O)COc2ccc(S(=O)(=O)N3CCOCC3)cc2)CC1
→ -4	1
79. Cn1nnnc1SCC(=O)Nc1ccccc1Cc1ccccc1
→ 6	4
80. CCOC(=O)c1c(NC(=O)C2C3C=CC(C3)C2C(=O)O)sc2c1CC(C)CC2 (stereo not given)
→ 3	6

(continued)
The line under a structure holds: TAG inh	TAG inh DAPI viability
81. COc1ccc(-c2cc(-c3ccccc3)nc(SCC(=O)Nc3nccs3)c2C#N)cc1
→ 39	64
82. Cc1ccc(-c2csc(NC(=O)N3CCOCC3)n2)cc1
→ 10	7
83. CCC(=O)N(C)C[C@H]1Oc2cc(-c3cccnc3)ccc2S(=O)(=O)N([C@H](C)CO)C[C@H]1C
→ 13	-13
84. COC(=O)C(Cc1ccccc1)NC(=O)CSc1nc(N)cc(=O)[nH]1 (stereo not given)
→ -9	6
85. Cc1ccc(C)c(Cn2c(CO)nc3ccccc32)c1
→ 5	-10
86. CC(C)N(C(=O)COC(=O)c1ccc(Cl)s1)c1ccccc1
→ -13	6
87. c1ccc2c(NCC3CCCO3)nc(N3CCCCC3)nc2c1 (stereo not given)
→ 17	0
88. O=C(CNCC1CCCO1)Nc1ccccc1N1CCCCCC1 (stereo not given)
→ 17	-10
89. CC12CCC(=O)N1C(C(=O)NNC(=O)COc1ccccc1F)CS2 (stereo not given)
→ 12	-6
90. COc1cccc(NC(=O)C2C(c3ccccc3)C2(Cl)Cl)c1 (stereo not given)
→ 0	-6
91. COc1ccc(CN(C)C(=O)CNC(=O)Cc2cccc3ccccc23)c(OC)c1OC
→ 33	2
92. COc1ccc(CN(C)CCCn2cnc3c(OC)ncnc32)cc1OC
→ -12	6
93. COCCNC(=O)c1cc(S(=O)(=O)N2CCC3(CC2)OCCO3)ccc1F
→ -4	4
94. CCOP(=O)(OCC)C(NC(=O)c1ccc(OC)c(OC)c1)c1ccccc1 (stereo not given)
→ -1	4
95. COC(=O)Cn1c(=O)c(C(=O)CCl)c(N)n(Cc2ccccc2)c1=O
→ 26	-16
96. Cc1ccc(OCC(=O)Nc2cccc(S(=O)(=O)N3CCCCCC3)c2)cc1C
→ 0	2
97. Cc1cccc(C(=O)NC2CCN(CC(=O)Nc3ccccc3Cl)CC2)c1
→ 3	-4
98. COc1nc(-c2cccc([N+](=O)[O-])c2)nc2ccccc12
→ -2	3
99. O=C(Nc1ccccc1)C1=C(O)CC(c2ccco2)CC1=Nc1ccccc1 (stereo not given)
→ 9	5
100. Cc1ccc(OCC(=O)Nc2ccc(C(=O)Nc3ccccc3C(=O)O)cc2)cc1C
→ -10	2

Single records, from the list above:
Shown for `Cc1ccc(C)c(Cn2c(CO)nc3ccccc32)c1` : TAG inh = 5; TAG inh DAPI viability = -10
Shown for `Cc1cccc(C(=O)NC2CCN(CC(=O)Nc3ccccc3Cl)CC2)c1` : TAG inh = 3; TAG inh DAPI viability = -4

More entries:
The line under a structure holds: TAG inh	TAG inh DAPI viability
101. O=C(NNC(=O)c1ccncc1)Nc1ccc(Br)cc1
→ -9	-3
102. COc1ccc(N2C(=O)CC(N3CCN(c4ccccc4OC)CC3)C2=O)cc1 (stereo not given)
→ -8	-2
103. CNC(=O)COc1ncnc2sccc12
→ -5	-9
104. O=C(NC(=O)c1c(F)cccc1F)Nc1ccccc1SC(F)F
→ -34	-1
105. COc1ccc(-c2nc3ccc(C)cn3c2NCc2ccccc2)cc1SC1CCCCC1
→ 21	41
106. CCc1ccc(NC(=O)C2CCCN2S(=O)(=O)c2ccc3c(c2)n(C)c(=O)c(=O)n3C)cc1 (stereo not given)
→ 1	-2
107. Cc1cc(C)c(C)c(OCC(=O)NCc2nc(-c3ccccc3)no2)c1
→ -3	-11
108. CCc1cc2c(=O)n(-c3ccccc3)c(SCC(=O)O)nc2s1
→ 0	0
109. CN(C(=O)COC(=O)Cc1c(Cl)cccc1Cl)c1c(N)n(Cc2ccccc2)c(=O)[nH]c1=O
→ 19	-1
110. COc1ccccc1NC(=O)N1CCN(c2ccccc2F)CC1
→ 6	2
111. Cc1c(N)c(=O)n(-c2ccccc2)n1C
→ -11	3
112. COc1ccc(C(=O)OCC(=O)NC(=O)NC2CCCC2)c(OC)c1
→ -2	2
113. Cc1cccc(N2C(N)=C(C#N)C(C#N)(C#N)C2c2ccccc2)c1 (stereo not given)
→ 20	-11
114. CN(C)CCOC(=O)Cc1ccc(Cl)cc1
→ -10	3
115. Cc1c(NC(=O)Nc2cc(F)c(F)cc2Cl)c(=O)n(-c2ccccc2)n1C
→ -12	7

From PubChem BioAssay
